Screening data (PubChem)
Cycloheximide cs: counter-screen hit for Shiga toxin inhibitors, cycloheximide; cell reporter, cycloheximide protein synthesis inhibition counterscreen; max response, %; 300,000 compounds, 12% hits; AID 2314; in the data active means max response mostly above about 13%, no sharp cut-off; inactive means mostly below about 14%; further: read at 38.3 µM for the half of the compounds with a filed dose; 0% is about no effect
AmpC inh no detg: inhibitors of E. coli AmpC beta-lactamase without detergent | AmpC nitrocefin hydrolysis, absorbance 480 nm, 0.0001% Triton | Potency, µM (titrated, usually from 57.1 µM), for the others: at the top dose activity change, negative = inhibition, usual class: inhibitors | 330,000 compounds, 0.52% hits | P00811 | AID 485341;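 further: potency means the concentration at half of the fitted maximal effect; plate controls were no compound for no effect and no enzyme for full effect; nearly all actives have a fitted effect of over 20% in size; some results filed as inactive show a strong effect at the top dose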
Target sequence (P00811 whole entry, looked up): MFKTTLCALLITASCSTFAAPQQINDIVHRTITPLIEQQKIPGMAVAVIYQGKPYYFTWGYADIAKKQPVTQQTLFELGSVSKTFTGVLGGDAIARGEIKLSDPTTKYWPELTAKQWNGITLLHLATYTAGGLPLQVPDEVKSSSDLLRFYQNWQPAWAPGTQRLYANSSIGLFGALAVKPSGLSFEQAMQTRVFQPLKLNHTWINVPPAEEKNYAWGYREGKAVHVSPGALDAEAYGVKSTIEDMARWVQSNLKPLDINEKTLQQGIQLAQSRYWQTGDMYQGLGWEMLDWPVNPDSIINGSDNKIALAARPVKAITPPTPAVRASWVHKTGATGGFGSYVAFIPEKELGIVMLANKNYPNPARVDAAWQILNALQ
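20 mM phosphate pH 7.0 + 0.01% (detergent screen) or 0.0001% Triton X-100; 5.3 nM AmpC reagent; cpd preinc 15 min RT; nitrocefin (800 uM stock) to start; A480 q20 s × 4 min; Activity was normalised to no-enzyme and no-compound control wells.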
Shiga toxin inh: Shiga toxin inhibition. Vero cells, Shiga toxin protein synthesis inhibition reporter. inhibition, % at 38.7 µM. 290,000 compounds, 9.2% hits; in the data active means inhibition mostly above about 28%, no sharp cut-off; inactive means mostly below about 43%; further: 0% is about no effect
HCMV inh: inhibitors of human cytomegalovirus; HFF cells, HCMV-luciferase reporter, 72 h; active compounds read low; activity change, negative = inhibition, % at 57.5 µM; 410,000 compounds, 4.5% hits; AID 1259415; in the data active means activity change below about -60%; inconclusive means no clear call, values can overlap the other calls; inactive means above about -39%; further: on the % scale 0 is the no-effect control and ±100 the full control effect
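Inhibition of viral replication was scored as loss of reporter luminescence in HFFs infected with HCMV-luciferase (MOI 1 PFU/cell) for 72 h; compounds tested at 2 doses, normalized to buffer and Salinomycin controls.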
Giardia FBPA inh: Giardia lamblia aldolase inhibition. purified Giardia FBPA. 290,000 compounds, 0.71% hits. Potency, µM (top dose mostly 59.6 µM), for the others: at the top dose activity, negative = inhibition, hits mostly inhibitors. AID 2451. A8B2U2; further: potency means the concentration at half of the fitted maximal effect; on the % scale 0 is the no-effect control and ±100 the full control effect; nearly all actives have a fitted effect of over 55% in size
Target sequence (A8B2U2 whole entry, looked up): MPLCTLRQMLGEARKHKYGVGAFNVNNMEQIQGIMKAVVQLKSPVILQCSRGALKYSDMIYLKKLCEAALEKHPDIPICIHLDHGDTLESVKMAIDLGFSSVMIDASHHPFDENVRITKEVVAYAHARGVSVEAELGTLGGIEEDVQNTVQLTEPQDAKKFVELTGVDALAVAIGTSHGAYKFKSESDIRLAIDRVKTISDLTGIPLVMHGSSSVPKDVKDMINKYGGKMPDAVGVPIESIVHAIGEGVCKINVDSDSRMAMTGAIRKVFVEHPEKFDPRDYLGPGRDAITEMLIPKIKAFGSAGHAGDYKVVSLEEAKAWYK
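40 nM FBPA preincubated 10 min at RT with compound (up to 57.5 uM final), then substrate plus GAPDH/TPI/NAD/arsenate coupling and diaphorase/resazurin added. Fluorescence read after 20 min at RT, 525/598 nm.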
AmpC detergent: AmpC beta-lactamase inhibition with detergent present. 370,000 compounds, 0.041% hits. Potency, µM (top dose mostly 114 µM), without a hit: at the highest dose activity change, negative = inhibition, usual class: inhibitors. AmpC hydrolysis of nitrocefin, absorbance 480 nm, 0.01% Triton. AID 485294. P00811;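 further: potency means the concentration at half of the fitted maximal effect; 0% = no-compound wells and -100% = no-enzyme wells; nearly all actives have a fitted effect of over 25% in size; some results filed as inactive show a strong effect at the top dose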
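AmpC (5.3 nM in the dispensed reagent) in 20 mM phosphate pH 7.0 with 0.01% (detergent screen) or 0.0001% Triton X-100 was preincubated with compounds for 15 min at room temperature. Nitrocefin was then added from an 800 uM solution, and hydrolysis was followed at 480 nm.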
AMA1 RON2 block: disrupts binding of P. falciparum AMA1 to RON2. Potency, µM (highest dose often 58.2 µM), inactives show at the top dose activity change, negative = inhibition, actives largely listed as inhibitors. AID 720542. AlphaScreen AMA1-biotinylated RON2 peptide binding. 360,000 compounds, 0.2% hits;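 further: potency means the concentration at half of the fitted maximal effect; 0% = vehicle wells and -100% = peptide control; nearly all actives have a fitted effect of over 45% in size; some results filed as inactive show a strong effect at the top dose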
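AMA1 (3D7) with his tag at 25 nM final met compounds first, then biotinylated RON2 peptide at 25 nM; detection used donor plus acceptor beads, 10 µg/mL apiece, read by AlphaScreen after 30 min at room temperature.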
* marks the source's active call; other numbers are inactive results; ? = inconclusive; / = not tested or not shown; [ ] = remark or other dose. Unless noted, the call rests on the fitted dose curve; in most records, active means well fitted curve in the direction sought with a large enough effect; inconclusive means small, poorly fitted or top-dose-only effect, or another doubt; inactive means no such curve, though single readings can be large; an effect the other way counts as inactive or inconclusive.

SMILES,Cycloheximide cs,AmpC inh no detg,Shiga toxin inh,HCMV inh,Giardia FBPA inh,AmpC detergent,AMA1 RON2 block
O=C(Nc1ccccc1C(=O)O)c1cccc(N2C(=O)c3ccccc3C2=O)c1,-4,-31%,-4,18,-8%,-14%,-11%
Cc1cccc2sc(NNC(=O)c3ccc4c(c3)OCCO4)nc12,12,-59%,76,53,-16%,?,56%[activator]
O=S(=O)(NC1CC1)c1ccc2c3c(cccc13)CC2,-2,-19%,-1,-30,-11%,-12%,-2%
CC(=O)COC(=O)C1CCN(S(=O)(=O)c2cc([N+](=O)[O-])ccc2Cl)CC1,-1,-18%,-3,37,?,2%,-11%
O=C(Nc1nc(-c2cc(F)ccc2F)cs1)C1=COCCO1,/,-8%,/,2,/,4%,9%
O=S(=O)(F)c1ccc2nc(-c3cccc(Sc4ccccc4)c3)cc(Cl)c2c1,-5,-45%,16,-19,4%,-15%,2%
CC1CCCCN1S(=O)(=O)c1ccc(N(C(=O)c2cnccn2)C(C(=O)NC2CCCCC2)c2cccs2)cc1 (stereo unspecified),-1,162%[activator],-13,-16,-4%,-13%,-4%
CCCC(=O)c1cn(CC(=O)OC)c2ccccc12,-2,-9%,10,11,-1%,-12%,0%
Nc1cc(-c2cccc(Br)c2)nn1Cc1ccccc1,10,-18%,0,-9,-8%,-8%,-8%
COc1ccc(CNC(=O)CN2C(=O)NC(Cc3ccccc3)(c3ccccc3)C2=O)cc1OC (stereo unspecified),/,22%,/,-6,/,?,-4%
O=C(CNC(=O)c1ccc(Br)o1)Nc1ccccc1,-2,-16%,-4,8,4%,?,-5%
O=C(Nc1ccc(N2CCN(C(=O)c3ccco3)CC2)cc1)c1ccco1,12*,-11%,43,-31,-2%,0%,9%
CC1CC1C(=O)OCC(=O)NC(=O)c1ccc(C(C)(C)C)cc1 (stereo unspecified),/,-31%,/,-7,/,/,18%
O=C(Cc1ccc(F)cc1)Nc1c(C(=O)N2CCN(c3ncccn3)CC2)oc2ccccc12,-2,2%,2,?,2%,-10%,5%
Cc1ccc2nc(N3C(=O)C(O)=C(C(=O)c4ccco4)C3c3ccc(O)cc3)sc2c1 (stereo unspecified),16*,-11%,35,52,-25%,-2%,/
Cc1nn(-c2ccccc2)c(C)c1/C=C/C(=O)OC(C)C(N)=O (stereo unspecified),19*,-21%,-7,2,2%,-7%,6%
O=C(C1CCCN(Cc2cc(Br)ccc2O)C1)N1CCCCC1 (stereo unspecified),9,-22%,18,?,?,-4%,20%
COc1ccc(/C=N/NC(=O)c2nn(-c3ccc(C)c(C)c3)c(=O)c3ccccc23)cc1,-2,?,14,-19,1%,-2%,10%
CCOC(=O)c1cc(CC)sc1NC(=O)c1ccc([N+](=O)[O-])c(N2CCOCC2)c1,-2,-2%,-14,56,11%,-22%,6%
C/C(=N\NC(=O)c1ccccc1Cl)c1ccccn1,28*,-13%,85*,-97*,?,-2%,-36%
Cc1cc(C)c(NC(=O)/C=C\C(=O)O)c([N+](=O)[O-])c1,1,0%,-2,5,14%,3%,13%
O=C(c1ccco1)N1CCN=C1SCc1ccccc1Cl,-6,1%,-3,-22,6%,-7%,26%
COc1ccccc1NS(=O)(=O)c1cc(C(=O)NCCC(C)C)ccc1F,-4,-40%,-6,13,2%,2%,-16%
O=C(NC1CCCCC1)c1cc(-c2ccccc2Cl)on1,45*,-22%,137*,83,1%,2%,-8%
Nc1cc(C(=O)OCC(=O)NCCNC(=O)COC(=O)c2ccc(Cl)c(N)c2)ccc1Cl,-9,53%,-4,-8,5%,-1%,4%
CN(CC(=O)Nc1ccc(F)cc1)C(=O)COC(=O)/C=C/c1ccccc1[N+](=O)[O-],/,-18%,/,-9,/,-14%,11%
CC(=O)Nc1cccc(C(=O)N2CCN(S(=O)(=O)Cc3ccccc3)CC2)c1,/,-1%,/,-8,/,/,-3%
CC(C)(CC(=O)O)CC(=O)Nc1cc(C(F)(F)F)cc(C(F)(F)F)c1,-1,-17%,26,6,10%,4%,-19%
COc1ccc(NC(=O)CSc2nnc(C3CCCCC3)n2N)cc1,0,-6%,-8,42,2%,-2%,6%
Cc1oc2c(cc(NS(=O)(=O)c3cccs3)c3ccccc32)c1C(=O)OC(C)C,12,-28%,26,126,?,-2%,-10%

Results in Giardia FBPA inh, Shiga toxin inh and AmpC inh no detg (3 entries from above):
structure,Giardia FBPA inh,Shiga toxin inh,AmpC inh no detg
COc1ccc(NC(=O)CSc2nnc(C3CCCCC3)n2N)cc1,2%,-8,-6%
O=C(Nc1ccc(N2CCN(C(=O)c3ccco3)CC2)cc1)c1ccco1,-2%,43,-11%
Cc1nn(-c2ccccc2)c(C)c1/C=C/C(=O)OC(C)C(N)=O (stereo unspecified),2%,-7,-21%

Continuation.
SMILES,Cycloheximide cs,AmpC inh no detg,Shiga toxin inh,HCMV inh,Giardia FBPA inh,AmpC detergent,AMA1 RON2 block
CCc1nnc(NC(=O)CSc2nnc(-c3ccccc3O)n2-c2ccc(C)cc2C)s1,1,/,-11,?,-16%,-6%,-3%
Cc1ccc(Oc2ncnc(N)c2[N+](=O)[O-])cc1C,1,-20%,-12,70,2%,1%,-3%
CC(C)(C)c1ccc(NC(=O)NCc2ccco2)cc1,47*,-29%,74*,37,-4%,3%,-5%
COc1cc(C(C)=O)ccc1OC(=O)N(C)c1ccccc1,4,32%,2,-12,4%,?,19%
O=C(COc1ccc(CO)cc1Cl)Nc1ccc(F)cc1,48*,-3%,58*,55,2%,-2%,39%[activator]
COc1ccc(NC(=O)Cn2c(-c3ccccc3)cn(-c3ccc(C)cc3)c2=O)cc1,16,-23%,-6,19,4%,-2%,-1%
N#Cc1ccccc1S(=O)(=O)N1CCN(CC(=O)NCC2(N3CCOCC3)CCCCC2)CC1,/,122%[activator],/,0,/,-9%,21%
Cc1ccc(C)c(C(=O)COC(=O)CCN2C(=O)C3C4CCC(C4)C3C2=O)c1 (stereo unspecified),17,22%,-4,-11,6%,-7%,0%
COc1ccc(CCN2C(=O)N(c3ccc(OC)cc3)C(=O)C2CC(=O)Nc2ccccc2)cc1 (stereo unspecified),-5,-38%,-22,-33,-4%,2%,-4%
O=C(COc1ncnc2ccccc12)NCc1ccc2c(c1)OCO2,1,-21%,-9,44,3%,?,-1%
CCCCOC(=O)c1ccc(NC(=O)c2ccccc2OC)cc1,7,2%,29*,52,-1%,-9%,27%
CCOC(=O)C1C(=O)C=C(c2ccc([N+](=O)[O-])cc2)CC1c1ccccc1 (stereo unspecified),-3,?,15,10,-1%,2%,-26%
CCC(=O)Nc1cccc(NC(=O)CSc2nnnn2Cc2ccccc2)c1,-6,-19%,-23,-27,1%,3%,-8%
CCNC(=O)CN(CCc1ccccc1)S(C)(=O)=O,-3,-18%,-11,-21,3%,-10%,0%
CCN(c1ccccc1)S(=O)(=O)c1ccc(OC)c(NC(=O)C2=NN(c3ccccc3)C(=O)CC2)c1,/,-4%,/,-17,/,-16%,0%
COc1cc(NC(=O)c2ccnn2C)c(OC)cc1Cl,-4,-1%,-17,14,7%,-9%,0%
Cc1csc(NC(=O)CSc2nc3ccccc3s2)n1,-1,-34%,24,0,1%,?,-4%
CC(=O)NCCc1ccc(S(=O)(=O)N2CCN(c3nc(-c4ccccc4)c(C)s3)CC2)cc1,-4,118%[activator],-4,-30,-3%,-1%,-3%
COc1cccc(CNS(=O)(=O)c2ccc(S(=O)(=O)NC3CC3)cc2)c1,-3,-16%,-17,-21,6%,2%,-7%
Cc1ccc(Nc2nc(N)c([N+](=O)[O-])c(NCCO)n2)cc1C,27*,-21%,62,41,-7%,1%,-18%
Cc1ccc(NC(=S)NCc2ccccc2)c(C)c1,10*,-26%,64,-16,-13%,1%,-8%
O=C(NCc1ccccc1)/C(=C\c1ccccc1)NC(=O)c1ccco1,1,3%,-6,-27,2%,-10%,-10%
N#CCCNS(=O)(=O)c1ccc(C(=O)OCCCOC(=O)c2ccc(S(=O)(=O)NCCC#N)cc2)cc1,-8,-12%,-20,5,/,-5%,4%
CCOC(=O)C(=O)Nc1ccccc1C(=O)OC,1,-8%,-5,-12,7%,4%,-1%
COc1ccc(CN(CC(=O)NC2CCCC2)C(=O)c2onc(C(N)=O)c2N)cc1,-5,-7%,-7,-9,3%,?,-1%
COC(=O)[C@@]12CCCCN1[C@H](c1ccc(-c3ccc(OC)cc3)cc1)[C@@H]1C(=O)N(C)C(=O)[C@@H]12,/,-9%,/,3,/,-6%,-4%
Cc1ccc(N2CCN(CC(O)COc3ccccc3)CC2)cc1 (stereo unspecified),-2,-2%,-3,-18,1%,-3%,-2%
CC(=O)NC(Cc1ccc(F)c(F)c1)C(=O)NC1CCN(S(=O)(=O)c2ccc(C)cc2)CC1 (stereo unspecified),-6,148%[activator],-12,70,7%,?,9%
Cc1nc([N+](=O)[O-])cn1CC(O)c1ccccc1 (stereo unspecified),-2,0%,-16,-9,3%,-7%,-20%
O=C(C1CCCC1)N1CCC(CO)(Cc2ccccc2Cl)CC1,-3,88%[activator],-23,6,2%,7%,-2%
COc1ccc(N2CCN(C(=O)C3CCC(Cn4c(=S)[nH]c5ccccc5c4=O)CC3)CC2)cc1 (stereo unspecified),0,5%,-9,-81*,7%,-11%,2%
Cn1c(=O)n(CC(=O)O)c(=O)c2c1nc1n2CCCN1CCc1ccccc1,-2,-9%,-6,-13,-1%,3%,-1%
O=C(CCCCCn1c(=S)[nH]c2cc3c(cc2c1=O)OCO3)NCCc1ccccc1,12,?,14,61,/,0%,115%[activator]
CCc1ccc(S(=O)(=O)N/N=C\c2ccc([N+](=O)[O-])o2)cc1,6,-26%,10,-21,-19%,?,-5%
COCCNC(=S)N/N=C/c1c(C)[nH]c2ccccc12,8,-30%,16,-68*,-7%,?,15%
O=[N+]([O-])c1ccc(-n2nnnc2-c2ccccc2)c([N+](=O)[O-])c1,-4,-7%,-3,-98*,?,-8%,7%
CCCCc1cc(=O)oc2cc(OCC(=O)N(CC)CC)ccc12,1,23%,-6,-27,0%,4%,1%
CC(=O)c1sc(-c2ccccc2)nc1C,35*,-7%[2.29 µM],44,4,-1%,-8%,0%
O=C(CCNC(=O)c1ccccc1)OCC(=O)c1cccc(Cl)c1,3,-9%,-1,-24,2%,2%,4%
